SENP6 inh: blocks the human protease SENP6; Q9GZR1; Recombinant SENP6 catalytic domain, aminoluciferin luminescence; inhibition, % at 10 µM; 1.8% of 330,000 active;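 active means inhibition above about 50% at the single tested dose, limit read from the data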;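 further: plate controls were DMSO wells with enzyme for no effect and DMSO wells lacking enzyme for full effect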
Target sequence (Q9GZR1 628-1112 limits assumed): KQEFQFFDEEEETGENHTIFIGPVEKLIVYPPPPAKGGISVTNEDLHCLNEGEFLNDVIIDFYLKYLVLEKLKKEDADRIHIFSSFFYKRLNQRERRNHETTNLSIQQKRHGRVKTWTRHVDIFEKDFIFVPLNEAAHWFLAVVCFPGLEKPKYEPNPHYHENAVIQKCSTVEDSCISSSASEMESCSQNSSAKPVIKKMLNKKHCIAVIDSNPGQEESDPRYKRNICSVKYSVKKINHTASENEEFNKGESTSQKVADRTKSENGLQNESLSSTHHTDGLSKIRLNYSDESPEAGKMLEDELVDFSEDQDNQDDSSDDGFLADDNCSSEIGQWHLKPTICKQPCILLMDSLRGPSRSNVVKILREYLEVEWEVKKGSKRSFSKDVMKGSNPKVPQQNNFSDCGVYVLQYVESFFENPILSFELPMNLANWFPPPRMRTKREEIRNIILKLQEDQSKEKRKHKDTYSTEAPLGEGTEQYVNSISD
PfGluPho inh: PfG6PD (Plasmodium falciparum) enzyme inhibition; PfGluPho enzyme, NADPH resazurin-diaphorase fluorescence; inhibition, % at 20 µM; 0.78% of 350,000 active;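 active means inhibition reaching at least a set limit at 20 µM in the primary screen, cut at about 59% in these data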;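 further: 0% = DMSO wells with substrate and 100% = DMSO wells lacking glucose-6-phosphate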
ATG4B inh: ATG4B (human) cysteine protease inhibition; Q9Y4P1; ATG4B cleavage of LC3-PLA2, NBD-HPC fluorescence, 1 h; inhibition, % at 8.33 µM; 0.51% of 340,000 active; in the data active means inhibition above about 40%
Target sequence (Q9Y4P1 whole entry, looked up): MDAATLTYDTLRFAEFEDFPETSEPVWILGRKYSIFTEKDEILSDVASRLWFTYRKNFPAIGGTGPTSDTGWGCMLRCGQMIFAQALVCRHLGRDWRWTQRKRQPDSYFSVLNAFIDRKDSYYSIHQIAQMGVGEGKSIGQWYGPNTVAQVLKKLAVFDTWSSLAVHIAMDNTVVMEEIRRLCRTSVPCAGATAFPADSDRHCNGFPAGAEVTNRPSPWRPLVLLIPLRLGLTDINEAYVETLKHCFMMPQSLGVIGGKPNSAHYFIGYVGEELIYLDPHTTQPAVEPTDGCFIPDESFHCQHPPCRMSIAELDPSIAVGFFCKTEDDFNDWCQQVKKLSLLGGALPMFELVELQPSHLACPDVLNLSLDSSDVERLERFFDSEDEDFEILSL
MPTP block: permeability transition pore inhibition; 1.4% of 360,000 active; inhibition, % at 10 µM; isolated mouse mitochondria, Ca2+ swelling absorbance, 30 min;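 active means inhibition of 50% or more, scaled per plate between neutral and stimulator controls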;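 further: 0% = DMSO wells given calcium and 100% = 1 mM EGTA wells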
GRIN3A LBD mod: NR3A (human) ligand-binding domain modulation | NR3A LBD differential scanning fluorimetry, Tm shift; 0% = protein alone, 100% = glycine-bound protein | Tm shift relative to glycine control, % at 25 µM | 2.5% of 340,000 active;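 active means melting temperature shift of at least 10% of the positive control shift, at one fixed dose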
SENP8 block: inhibitors of human SENP8 protease; Q96LD8; recombinant SENP8, Nedd8 substrate fluorescence; inhibition, % at 20 µM; 0.64% of 360,000 active; AID 602440; in the data active means inhibition mostly above about 40%, no sharp cut-off; inactive means mostly below about 27%
SENP7 block: SENP7 protease inhibition; Q9BQF6; recombinant SENP7, Z-RLRGG-aminoluciferin luminescence, 40 min; inhibition, % at 5 µM; 1.5% of 330,000 active; AID 434973;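 active means inhibition above about 50% at the single test dose, limit read from the data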;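 further: plate controls were DMSO with enzyme for no effect and no enzyme buffer wells for full effect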
HKDC1 inh: blocks human hexokinase HKDC1 activity; inhibition, % at 20 µM; recombinant HKDC1, G6PDH/diaphorase resazurin coupled fluorescence; AID 493160; 0.16% of 340,000 active; Q2TB90;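 active means inhibition above about 35% when tested at 20 µM, limit read from the data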;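 further: plate controls were DMSO wells with enzyme for no effect and DMSO wells lacking enzyme for full effect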
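Assay system: recombinant HKDC1 hexokinase; detection: coupled resazurin fluorescence, excitation 525 nm, emission 613 nm; benchmarks: DMSO-plus-enzyme-mix negative control, buffer-substituted positive control; compound dosing: single 20 µM dose; schedule: 90 min at room temperature in dark; also added: glucose plus 1 mM ATP as hexokinase substrates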
An asterisk follows results filed as active.

Results for Cc1ccccc1C(=O)N1CCC(C(=O)Nc2ccc(S(=O)(=O)N3CCCC3)cc2)CC1 ?
SENP6 inh: -4; PfGluPho inh: 3; ATG4B inh: -8; MPTP block: -1.6; GRIN3A LBD mod: 2; SENP8 block: 6; SENP7 block: -4; HKDC1 inh: -3

What do the screens show for `O=C(N/N=C/c1cc2cc3c(cc2nc1Cl)OCCO3)c1ccccc1O`?
SENP6 inh: -18; PfGluPho inh: -12; ATG4B inh: 1; MPTP block: 22; GRIN3A LBD mod: 7; SENP8 block: -105; SENP7 block: 4; HKDC1 inh: 2

How did O=C(O)[C@H](Cc1ccccc1)NC(=O)N1CCOCC1 do in these assays?
SENP6 inh: 14; PfGluPho inh: -5; ATG4B inh: -6; MPTP block: -0.3; GRIN3A LBD mod: 1; SENP8 block: 13; SENP7 block: 3; HKDC1 inh: 3

How did Cc1nc2sccc2c(=O)n1N do in these assays?
SENP6 inh: 7; PfGluPho inh: 2; ATG4B inh: -3; MPTP block: -0.3; GRIN3A LBD mod: -2; SENP8 block: 6; SENP7 block: -6; HKDC1 inh: -11

Results for CCOc1ccccc1NC(=O)CSc1ccc2nnc(-c3cccnc3)n2n1 ?
SENP6 inh: 3; PfGluPho inh: -10; ATG4B inh: -1; MPTP block: -1.8; GRIN3A LBD mod: 0; SENP8 block: -4; SENP7 block: -2; HKDC1 inh: 3

What do the screens show for `Cc1ccc(-c2noc(CSc3nnc(Cc4ccccc4)n3-c3ccc(Cl)cc3)n2)cc1`?
SENP6 inh: -10; PfGluPho inh: 10; ATG4B inh: 9; MPTP block: 0.1; GRIN3A LBD mod: -1; SENP8 block: 8; SENP7 block: -10; HKDC1 inh: 17

What do the screens show for `CCOC(=O)c1cc(=O)n2[nH]c(-c3ccc(C)cc3)cc2n1`?
SENP6 inh: -16; PfGluPho inh: -39; ATG4B inh: -1; MPTP block: -6.4; GRIN3A LBD mod: -2; SENP8 block: -411; SENP7 block: -4; HKDC1 inh: -6

How did COc1cccc(C(C2=C(O)CC(C)(C)CC2=O)C2C(=O)CC(C)(C)CC2=O)c1 (stereo unspecified) do in these assays?
SENP6 inh: -6; PfGluPho inh: -30; ATG4B inh: -4; MPTP block: 2.6; GRIN3A LBD mod: -8; SENP8 block: 15; SENP7 block: -13; HKDC1 inh: -6

What do the screens show for `O=C(Cc1ccc(F)cc1)NC1CCCC1`?
SENP6 inh: 3; PfGluPho inh: 2; ATG4B inh: -2; MPTP block: -0.2; GRIN3A LBD mod: -2; SENP8 block: 15; SENP7 block: 3; HKDC1 inh: -10

How did Cn1c(=O)[nH]c2c(cnn2C)c1=O do in these assays?
PfGluPho inh: -4; ATG4B inh: 3; MPTP block: -1.7; GRIN3A LBD mod: -2; SENP8 block: 6; HKDC1 inh: -3

How did O=C1C=C(NCc2ccco2)CC(c2ccc(Cl)cc2)C1 (stereo unspecified) do in these assays?
SENP6 inh: 4; PfGluPho inh: 4; ATG4B inh: 2; MPTP block: 3.6; GRIN3A LBD mod: 0; SENP8 block: -100; SENP7 block: 2; HKDC1 inh: -5

Results for CC(=O)N1CCN(Cc2nc3cc(NC(=O)c4ccc(Cl)cc4)ccc3n2C)CC1 ?
SENP6 inh: 8; PfGluPho inh: -8; ATG4B inh: 2; MPTP block: -1.7; GRIN3A LBD mod: 1; SENP8 block: 4; SENP7 block: -7; HKDC1 inh: 5

How did Cc1ccc(NC(=O)C2CC(=O)OC23CCOC(C)(C)C3)cc1 (stereo unspecified) do in these assays?
SENP6 inh: 6; PfGluPho inh: -7; ATG4B inh: -7; MPTP block: -3.0; GRIN3A LBD mod: 0; SENP8 block: 14; SENP7 block: 6; HKDC1 inh: 4

Results for CCc1nc2c(c(SC)nn2-c2ccccc2)c(N)c1C(=O)OC ?
SENP6 inh: 7; PfGluPho inh: -16; ATG4B inh: -4; MPTP block: 0.3; GRIN3A LBD mod: -12; SENP8 block: -488; SENP7 block: 3; HKDC1 inh: -5

Results for COc1cc(C(C)=O)ccc1OCCCOc1cccc2cccnc12 ?
SENP6 inh: -16; PfGluPho inh: 13; ATG4B inh: -2; MPTP block: 0.2; GRIN3A LBD mod: -4; SENP8 block: -42; SENP7 block: 2; HKDC1 inh: 0

What do the screens show for `O=C(CCn1c(=O)oc2ccccc21)n1c(=O)oc2ccccc21`?
SENP6 inh: -13; PfGluPho inh: 8; ATG4B inh: 4; MPTP block: 0.6; GRIN3A LBD mod: 0; SENP8 block: 10; SENP7 block: 1; HKDC1 inh: -1

Results for Cn1cccc1C1CCCN1CC(=O)Nc1ccc(C(N)=O)cc1 (stereo unspecified) ?
SENP6 inh: -11; PfGluPho inh: 15; ATG4B inh: -2; MPTP block: -0.9; GRIN3A LBD mod: 1; SENP8 block: 2; SENP7 block: 8; HKDC1 inh: -6

What do the screens show for `Cn1c(NC(=O)COc2ccccc2)cc(=O)n(C)c1=O`?
SENP6 inh: -3; PfGluPho inh: -1; ATG4B inh: -7; MPTP block: 0.6; GRIN3A LBD mod: -6; SENP8 block: -7; SENP7 block: -4; HKDC1 inh: -6

Results for CC(=O)Nc1cccc(NC(=O)C(C)N2c3cccc4cccc(c34)S2(=O)=O)c1 (stereo unspecified) ?
SENP6 inh: -10; PfGluPho inh: 8; ATG4B inh: -8; MPTP block: -2.0; GRIN3A LBD mod: 0; SENP8 block: -323; SENP7 block: 1; HKDC1 inh: 9

Results for COCCCN(CCC#N)C(=O)c1c(-c2c(Cl)cccc2Cl)noc1C ?
SENP6 inh: -15; PfGluPho inh: -6; ATG4B inh: -7; MPTP block: 0.7; GRIN3A LBD mod: 3; SENP8 block: 27; SENP7 block: 7; HKDC1 inh: -3

The closing two records of the section before open the next one:
Results for CC(=O)Nc1cccc(NC(=O)C(C)N2c3cccc4cccc(c34)S2(=O)=O)c1 (stereo unspecified) ?
SENP6 inh: -10; PfGluPho inh: 8; ATG4B inh: -8; MPTP block: -2.0; GRIN3A LBD mod: 0; SENP8 block: -323; SENP7 block: 1; HKDC1 inh: 9

Results for COCCCN(CCC#N)C(=O)c1c(-c2c(Cl)cccc2Cl)noc1C ?
SENP6 inh: -15; PfGluPho inh: -6; ATG4B inh: -7; MPTP block: 0.7; GRIN3A LBD mod: 3; SENP8 block: 27; SENP7 block: 7; HKDC1 inh: -3

How did N#Cc1cccc(-n2c(-c3ccccc3)nnc2-c2ccccc2)c1C#N do in these assays?
SENP6 inh: 11; PfGluPho inh: 23; ATG4B inh: 5; MPTP block: -2.7; GRIN3A LBD mod: -8; SENP8 block: -27; SENP7 block: 5; HKDC1 inh: 14

What do the screens show for `COc1cccc(-c2nn(C)c3sc(C(=O)NCCCN(C)Cc4ccccc4)cc23)c1`?
SENP6 inh: -12; PfGluPho inh: 7; ATG4B inh: -19; MPTP block: 1.6; GRIN3A LBD mod: -2; SENP8 block: -215; SENP7 block: 7; HKDC1 inh: 1

Results for CC(=O)c1cc(-c2ccccc2)n(CC(=O)N2CCN(C3CCCC3)CC2)c1C ?
SENP6 inh: -1; PfGluPho inh: -10; ATG4B inh: -1; MPTP block: -0.5; GRIN3A LBD mod: -2; SENP8 block: 16; SENP7 block: -13; HKDC1 inh: 3

Results for C=CCN(Cc1cc(OC)ccc1OC)C(=O)c1cc2ccc(OC)cc2[nH]1 ?
SENP6 inh: 10; PfGluPho inh: 1; ATG4B inh: 2; MPTP block: 1.9; GRIN3A LBD mod: -3; SENP8 block: -25; SENP7 block: 8; HKDC1 inh: 0

Results for CCCCCC(=O)NC(=S)Nc1cccc(C(C)=O)c1 ?
SENP6 inh: -6; PfGluPho inh: 4; ATG4B inh: -11; MPTP block: 2.5; GRIN3A LBD mod: 1; SENP8 block: 11; SENP7 block: -3; HKDC1 inh: 0

Results for CCOC(=O)N1CCC(N2Cc3cccc(C(=O)Nc4ccc(S(=O)(=O)N(CC)CC)cc4)c3C2=O)CC1 ?
SENP6 inh: 7; PfGluPho inh: 8; ATG4B inh: -11; MPTP block: -0.1; GRIN3A LBD mod: -12; SENP8 block: -1; SENP7 block: 2; HKDC1 inh: -2

How did Cc1cc(NC(=O)C(C)SCC(=O)Nc2cccc(S(=O)(=O)N3CCCCCC3)c2)no1 (stereo unspecified) do in these assays?
PfGluPho inh: 9; ATG4B inh: -7; MPTP block: -0.1; GRIN3A LBD mod: -2; SENP8 block: -5; HKDC1 inh: 4

What do the screens show for `CC(C)NC(=O)NC(=O)CSc1ccc(S(=O)(=O)N2CCCC2)cn1`?
SENP6 inh: -17; PfGluPho inh: 48; ATG4B inh: 4; MPTP block: -1.0; GRIN3A LBD mod: 0; SENP8 block: 3; SENP7 block: 2; HKDC1 inh: -6

Results for COc1ccc(CN2C3CCCC2CC(NC(=O)Nc2cccc(C)c2)C3)cc1 (stereo unspecified) ?
SENP6 inh: 0; PfGluPho inh: -9; ATG4B inh: -8; MPTP block: 0.6; GRIN3A LBD mod: 1; SENP8 block: 38; SENP7 block: -1; HKDC1 inh: 0

How did COc1cccc(CCNC(=O)COc2cccc3c2OC(C)(C)C3)c1 do in these assays?
SENP6 inh: 3; PfGluPho inh: 4; ATG4B inh: -2; MPTP block: -3.7; GRIN3A LBD mod: 3; SENP8 block: 21; SENP7 block: -5; HKDC1 inh: -5

How did CCOc1ccccc1CNC(=O)CCCC(=O)n1nc(C)c2ccccc21 do in these assays?
SENP6 inh: 2; PfGluPho inh: 22; ATG4B inh: -5; MPTP block: -0.2; GRIN3A LBD mod: 1; SENP8 block: 4; SENP7 block: 1; HKDC1 inh: 15

What do the screens show for `CCOc1ccc(C(=O)CCC(=O)NNC(=O)c2ccccc2O)cc1`?
SENP6 inh: -16; PfGluPho inh: -50; ATG4B inh: 0; MPTP block: 1.4; GRIN3A LBD mod: 0; SENP8 block: -216; SENP7 block: -3; HKDC1 inh: -7

What do the screens show for `Fc1ccc(C2c3cccn3CCN2C(=S)Nc2cccc(F)c2)cc1` (stereo unspecified)?
SENP6 inh: 0; PfGluPho inh: 20; ATG4B inh: 2; MPTP block: 15; GRIN3A LBD mod: 4; SENP8 block: 1; SENP7 block: 8; HKDC1 inh: -3

How did CN(C(=O)CN1CCC(NC(=O)C2CCCCC2)CC1)C1CCCCC1 do in these assays?
SENP6 inh: -9; PfGluPho inh: -1; ATG4B inh: -1; MPTP block: -0.9; GRIN3A LBD mod: -1; SENP8 block: 11; SENP7 block: 1; HKDC1 inh: 3

4 records picked at random from the list so far, as already listed:
Results for CCc1nc2c(c(SC)nn2-c2ccccc2)c(N)c1C(=O)OC ?
SENP6 inh: 7; PfGluPho inh: -16; ATG4B inh: -4; MPTP block: 0.3; GRIN3A LBD mod: -12; SENP8 block: -488; SENP7 block: 3; HKDC1 inh: -5

How did O=C(O)[C@H](Cc1ccccc1)NC(=O)N1CCOCC1 do in these assays?
SENP6 inh: 14; PfGluPho inh: -5; ATG4B inh: -6; MPTP block: -0.3; GRIN3A LBD mod: 1; SENP8 block: 13; SENP7 block: 3; HKDC1 inh: 3

Results for CCCCCC(=O)NC(=S)Nc1cccc(C(C)=O)c1 ?
SENP6 inh: -6; PfGluPho inh: 4; ATG4B inh: -11; MPTP block: 2.5; GRIN3A LBD mod: 1; SENP8 block: 11; SENP7 block: -3; HKDC1 inh: 0

Results for COCCCN(CCC#N)C(=O)c1c(-c2c(Cl)cccc2Cl)noc1C ?
SENP6 inh: -15; PfGluPho inh: -6; ATG4B inh: -7; MPTP block: 0.7; GRIN3A LBD mod: 3; SENP8 block: 27; SENP7 block: 7; HKDC1 inh: -3

Screening results as filed in PubChem BioAssay.
